# Source: PubChem (National Center for Advancing Translational Sciences (NCATS))
# IL-1B inflam inh = inflammasome signaling inhibition, IL-1 beta readout | THP-1 LPS/ATP IL-1B secretion, AlphaLISA, 16 h; hits give low values | activity change, % at 57.5 µM | 360,000 tested, 4.7% active | AID 743279; in the data active = activity change below about -50%; inconclusive = mostly about -30% to -49%; note: % is set by controls: 0 for no effect and ±100 for the full control effect
#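 Secreted IL-1B measured by AlphaLISA bead assay after 16 h compound exposure of THP-1 cells; compounds (final up to 57.5 uM) added 1 h before LPS (250 ng/mL) and ATP (1.25 mM) stimulation; lower signal means less secretion.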
# KB-V1 MDR tox = kills drug-selected multidrug resistant KB-V1 cells. KB-V1 MDR cells viability, CellTiter-Glo, 72 h. Potency, µM (series often up to 46.1 µM), for inactives: at the top dose activity change, negative = cytotoxicity, hits mostly cytotoxic. 400,000 tested, 3.4% active. AID 1347076; note: potency is the fitted concentration of half-maximal effect; % is set by controls: 0 for no effect and ±100 for the full control effect; nearly all actives have a fitted effect of over 60% in size
#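 Potencies derive from concentration-effect curves fitted to normalized luminescence (CellTiter-Glo) of KB-V1 cells treated for 72 h at 37 degrees C in phenol-red-free DMEM containing 10% FBS.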
# ATXN2 expr inh = reduces ATXN2 reporter expression in HEK-293 cells; HEK-293 ATXN2-luciferase reporter, luminescence, 24 h; Potency, µM (top dose mostly 57 µM), without a hit: top-dose activity change, negative = inhibition, usual class: inhibitors; 360,000 tested, 0.72% active; note: potency is the fitted concentration of half-maximal effect; % is set by controls: 0 for no effect and ±100 for the full control effect; nearly all actives have a fitted effect of over 55% in size
#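 ATXN2-luciferase reporter cells (luciferase flanked by upstream and downstream ATXN2 gene portions) were treated 24 h at 37 °C with compounds at up to 57 uM. SteadyGlo luminescence gave expression; GF-AFC fluorescence gave viability.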
# SW480 rereplic = inducers of DNA re-replication in SW480 colon cancer cells | SW480 DNA re-replication, Hoechst DNA content imaging, 48 h | Potency, µM (series often up to 46.1 µM), inactives show at the highest dose re-replication activation, actives largely listed as activators | 340,000 tested, 1.8% active; note: potency is the fitted concentration of half-maximal effect; % of control where 0% means no effect; nearly all actives have a fitted effect of over 55% in size
#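 First, 250 cells per well were seeded. Next, compound or vehicle (23 nL) was pinned in, plates sat 48 hr at 37 C. Finally Hoechst was added for 40 min before fluorescence scanning.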
# HT1080 IDH1KD tx = toxicity to HT-1080 IDH1 knockdown cells (counter line); 360,000 tested, 2% active; HT-1080 IDH1 knockdown viability, ATP luminescence, 48 h; Potency, µM (titrated, usually from 46.1 µM), inactives show top-dose activity, negative = toxicity, most hits filed as cytotoxic;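 note: potency is the fitted concentration of half-maximal effect; 0% = DMSO wells and -100% = cell-free medium wells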
#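 CellTiter-Glo luminescence after 48 h compound exposure at 37 degrees C of IDH1-knockdown HT-1080 cells in 5% FBS RPMI. %Activity scaled between DMSO wells and cell-free media wells, with curves fitted and assigned curve classes.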
# HT1080-NT tox = kills 2HG-producing HT-1080-NT fibrosarcoma cells; HT-1080-NT fibrosarcoma viability, CellTiter-Glo ATP luminescence, 48 h; Potency, µM (doses to about 46.1 µM), inactives show at the highest dose activity, negative = less viability, most hits filed as cytotoxic; 360,000 tested, 1.6% active;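 note: NT is the 2HG producing partner of a matched IDH1 knockdown line; potency is the fitted concentration of half-maximal effect; 0% = DMSO-treated cells and -100% = media-only wells without cells; nearly all actives have a fitted effect of over 55% in size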
#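 Luminescent CellTiter-Glo readout after 48 hours of compound exposure at 37 degrees C defined viability of HT-1080-NT cells. Activity was normalized to DMSO wells and cell-free media wells; concentration-response curves were fitted and assigned curve classes.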
# MCF10A rereplic = DNA re-replication induction in MCF 10a cells | MCF 10A DNA re-replication, Hoechst nuclear intensity, 48 h | Potency, µM (series often up to 46.1 µM), for inactives: top-dose activity, positive = re-replication, hits mostly activators | 350,000 tested, 2.9% active; note: potency is the fitted concentration of half-maximal effect; % of control where 0% means no effect; nearly all actives have a fitted effect of over 50% in size
# S2 tox = cell viability loss in ATXN counter-screen; S2 cells (HEK-293 line with an ATXN2-luciferase reporter) viability, CellTiter-Fluor protease fluorescence, 24 h; Potency, µM (series often up to 56.7 µM), actives largely listed as cytotoxic; 400,000 tested, 0.49% active; note: potency is the fitted concentration of half-maximal effect; nearly all actives have a fitted effect of over 40% in size
# KB-3-1 cytotox = kills parental KB-3-1 adenocarcinoma cells; Potency, µM (series often up to 46.1 µM), without a hit: at the highest dose activity change, negative = cytotoxic, usual class: cytotoxic; AID 1347075; 400,000 tested, 1.4% active; KB-3-1 viability, CellTiter-Glo ATP luminescence, 72 h; note: potency is the fitted concentration of half-maximal effect; % is set by controls: 0 for no effect and ±100 for the full control effect; nearly all actives have a fitted effect of over 60% in size
#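 KB-3-1 parental drug-naive adenocarcinoma cells in DMEM/10% FBS, incubated 72 h at 37 C with pin-transferred compounds across a concentration series. Viability by CellTiter-Glo luminescence; concentration-response curves fitted after normalization.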
# The depositor's hits bear a star; i = inactive; ? = inconclusive; . = no result given; [ ] = dose if it differs, or a comment. Unless noted, calls come from the whole dose curve; as a rule, active = well fitted curve in the direction sought with a large enough effect; inconclusive = small, poorly fitted or top-dose-only effect, or another doubt; inactive = no such curve, though single readings can be large; an effect the other way counts as inactive or inconclusive.
Structure | IL-1B inflam inh | KB-V1 MDR tox | ATXN2 expr inh | SW480 rereplic | HT1080 IDH1KD tx | HT1080-NT tox | MCF10A rereplic | S2 tox | KB-3-1 cytotox
CC(=O)Oc1ccc(NC(=O)Cc2ccccc2)c(C(=O)O)c1 | 51.2 | ? | 2.5% | -3.8% | 11.6% | 21.7% | -3.1% | i | 5.6%
CCCCNc1nc(Oc2ccc(=O)n(-c3ccccc3)n2)nc(N(CC)CC)n1 | . | -21.1% | 7.2% | . | . | . | . | i | -0.4%
CC(=O)NCCNC(=O)c1ccc(Sc2ccccc2)c([N+](=O)[O-])c1 | 25.9 | 0.0% | . | 1.9% | -1.9% | -3.3% | ? | . | -21.3%
Nc1nc(N)c2ncn(C3C=CC(CO)C3)c2n1 (configuration not stated) | 16.4 | 1.1% | 5.4% | . | 4.0% | 20.5% | . | i | 0.0%
COc1ccc(CC(=O)Nc2c3c(nn2C(C)(C)C)CS(=O)(=O)C3)cc1OC | -13.4 | 15.9% | -8.8% | -7.0% | 3.4% | -0.4% | -5.3% | i | -5.0%
CCN(CC)CC(=O)NC1CC(C)(C)Cc2c1cnn2-c1ccc(F)cc1 (configuration not stated) | 14.2 | -2.6% | 4.4% | -55.2%[inhibitor] | 0.8% | -0.4% | 1.7% | ? | -2.4%
Cc1ccc(NC(=S)Nc2ccc(C(C)C)cc2)cc1S(=O)(=O)N1CCCCCC1 | -88.9* | 14.6µM* | ? | ? | 20.6µM* | ? | ? | ? | -4.8%
CC1CCCN(C(C(=O)Nc2ccc3c(c2)OCCO3)c2ccccc2)C1 (configuration not stated) | -1.6 | -4.8% | -9.7% | 1.4% | 11.5% | -2.1% | -0.1% | i | -0.8%
Cc1cccc(CSc2cn(CC(=O)N3CCOCC3)c3ccccc23)c1 | 0.0 | -5.2% | 46.9%[activator] | 9.8% | 8.1% | 0.2% | 15.7% | ? | -0.5%
CCCC1=Nc2cc(C(=O)NCCCOCC)ccc2Sc2ccccc21 | 30.9 | 1.03µM* | -11.6% | ? | 0.731µM* | 1.64µM* | ? | ? | 0.517µM*
Cn1c(=O)c2c(ncn2CC(=O)N2CCN(c3ccc([N+](=O)[O-])cc3)CC2)n(C)c1=O | 33.1 | 18.7% | -12.9% | -8.3% | -13.6% | -12.8% | 0.6% | ? | -4.9%
O=C(NCCN1CCOCC1)c1ccc(-c2ccccc2)cc1 | 8.0 | ? | 9.9% | -5.5% | -4.3% | 7.2% | 0.5% | i | -9.5%
Cc1ccc(CNS(=O)(=O)c2ccc3c(c2)CCN3S(C)(=O)=O)cc1 | . | 2.8% | -12.7% | . | . | . | . | i | ?
CCOC(=O)c1ccc(NC(=O)C2C3C=CC(C3)C2C(=O)O)cc1 (configuration not stated) | 1.4 | -6.3% | 11.0% | -2.7% | -0.3% | -5.8% | 1.0% | i | -0.2%
O=C1OC(COCC#Cc2ccccc2)CN1c1ccccc1 (configuration not stated) | 1.6 | 4.2% | . | . | -14.4% | -2.7% | . | i | -0.4%
COc1ccc(NC(=O)c2cc(-c3sc(NC(=O)c4ccccc4)nc3C)n(Cc3ccccc3)n2)cc1 | -14.6 | -3.3% | . | . | -6.9% | 1.7% | . | . | -3.5%
O=C(Nc1ccccc1)c1nsnc1C(=O)Nc1ccccc1 | -17.2 | -14.0% | . | 12.3% | 14.3% | 25.3% | -4.8% | . | -1.6%
COc1ccc(C(=O)NC(=S)Nc2ccc(S(N)(=O)=O)cc2)cc1 | -9.3 | 8.1% | 5.8% | -76.9%[inhibitor] | -1.5% | 17.3% | 9.1% | i | -1.9%
COc1cc(/C=C/C(=O)OCC(=O)N(C)C2CCS(=O)(=O)C2)ccc1OC(F)F (configuration not stated) | 1.1 | . | -0.2% | -3.9% | 1.5% | -0.2% | 0.7% | i | .
CCCCN(CC)S(=O)(=O)c1ccc2c(c1)CCCN2C(C)=O | 22.8 | ? | 1.2% | -10.3% | -10.7% | -13.9% | 7.6% | ? | 0.3%
O=C(O)c1ccc(N/N=C2/CCCc3ccccc32)cc1 | 24.1 | -11.9% | . | -2.1% | -0.6% | -9.5% | -1.3% | i | 7.1%
Cc1cccc(NC(=O)c2ccc3nccnc3c2)n1 | -20.0 | -12.1% | 15.3% | -5.2% | 0.4% | 22.7% | -1.5% | i | -11.5%
COc1ccc(N2CCN(CC(O)COC(C)(C)C)CC2)cc1 (configuration not stated) | 11.8 | -19.0% | . | -24.8% | -0.6% | 0.6% | -2.7% | i | -4.2%
COc1cc(NC(=O)Cn2nc(-c3ccc(C)c(C)c3)ccc2=O)cc(OC)c1 | . | 8.6% | -25.9% | . | . | . | . | ? | 5.2%
C/C(=C\c1ccccc1)C1NC(=O)c2c(sc3c2CCCC3)N1 (configuration not stated) | -7.0 | 0.0% | . | -4.7% | -1.3% | -3.6% | 20.6µM* | i | 0.1%
Cc1nc2c(C)[n+](CC(=O)c3ccccc3)ccc2n1C | 70.9 | ? | . | 24.8% | -5.4% | -0.7% | 0.0% | i | ?
Cc1sc2nc(CN3CCCC3)nc(NCc3ccncc3)c2c1C | 10.5 | -4.2% | . | 12.5% | -19.9% | -10.5% | -1.0% | i | 29.5%
O=S(=O)(Nc1ccc2c(c1)OCCO2)c1ccc(Br)s1 | 15.0 | 0.0% | 7.0% | -8.4% | -16.9% | -22.5% | -1.5% | i | -13.1%
O=C1C(=O)N(Cc2cccnc2)C(c2ccccn2)/C1=C(/O)c1ccc(F)cc1 (configuration not stated) | 9.6 | 22.0% | 4.4% | 0.2% | 8.2% | 23.7% | 13.0% | i | 0.0%
CCOc1c2ccc(C(=O)NCc3ccccc3OC)cc2nn1CC | -4.9 | -15.8% | -3.9% | ? | -8.5% | -0.1% | ? | i | -3.2%
COc1ccc(CN2C[C@H]3CCCN3c3cc(Br)ccc3S2(=O)=O)cc1 | 89.7 | ? | -6.8% | 1.64µM* | 2.59µM* | ? | 1.16µM* | ? | 1.84µM*
COC(=O)[C@H](Cc1c[nH]c2ccccc12)NC(=O)NCc1ccc(OC)cc1 | 24.6 | -3.3% | 5.7% | -4.6% | 0.5% | 1.5% | -0.6% | i | 9.7%
COc1ccc(CNC(=O)[C@@H]2CCCN2C(=O)[C@@H]2Cc3ccccc3CN2C(=O)OC(C)(C)C)cc1 | -2.7 | 7.5% | 1.5% | -32.4%[inhibitor] | 7.0% | 4.7% | -1.9% | i | 0.7%
CC1(c2ccc3ccccc3c2)NC(=O)N(CC(=O)Nc2ncccc2O)C1=O (configuration not stated) | -20.7 | 4.6% | -11.4% | -4.1% | -3.6% | -2.7% | -4.9% | i | 7.8%
CCC(Cc1ccccc1)NC(=O)c1csc2c1CCCCC2 (configuration not stated) | . | 4.2% | 30.5% | . | . | . | . | i | 4.8%
CCOc1ccc(NC(=O)CSc2nnc(Cn3cnc([N+](=O)[O-])n3)n2CC)cc1 | 15.1 | -1.7% | -23.7% | 0.3% | 0.3% | 26.8% | -0.5% | ? | 15.6%
CCOC(=O)C1CCN(C(=O)c2ccc(OCC(=O)N3CCOCC3)c(OC)c2)CC1 | -2.0 | 16.1% | -8.6% | -28.8% | 17.8% | 10.7% | 1.1% | i | -5.6%
Cc1ccccc1CSc1n[nH]c(NS(=O)(=O)c2ccccc2)n1 | 6.1 | -8.1% | 1.5% | -10.4% | 6.6% | -9.9% | 0.2% | i | 22.3%
O=C(C1CCCN(Cc2ccc3c(c2)OCO3)C1)N1CCCC1 (configuration not stated) | -3.6 | 22.6% | 6.4% | -4.4% | 11.5% | 18.2% | -1.6% | i | 4.6%
COc1ccc(NC(=O)CSc2nc(O)cc(=O)n2C)cc1 | 13.2 | ? | 5.8% | -1.7% | 0.5% | -1.3% | -2.0% | i | 8.8%

# Limited to S2 tox and MCF10A rereplic (2 entries from above):
SMILES | S2 tox | MCF10A rereplic
CC1(c2ccc3ccccc3c2)NC(=O)N(CC(=O)Nc2ncccc2O)C1=O (configuration not stated) | i | -4.9%
CCC(Cc1ccccc1)NC(=O)c1csc2c1CCCCC2 (configuration not stated) | i | .

# IL-1B inflam inh: hit marks shown above
canonical_smiles	IL-1B inflam inh
Cc1ccc(NC(=S)Nc2ccc(C(C)C)cc2)cc1S(=O)(=O)N1CCCCCC1	-88.9*

# New compounds follow.
Structure | IL-1B inflam inh | KB-V1 MDR tox | ATXN2 expr inh | SW480 rereplic | HT1080 IDH1KD tx | HT1080-NT tox | MCF10A rereplic | S2 tox | KB-3-1 cytotox
Cc1ccsc1C(=O)OCC(=O)c1cc(C)n(C)c1C | -12.4 | -13.7% | . | -3.7% | -3.5% | -5.8% | 7.5% | i | 6.1%
Cc1noc(C)c1CSc1cc(C)c2ccccc2n1 | ? | -1.0% | 1.1% | -0.3% | 6.2%[9.24 µM] | -29.7% | 16.9% | i | -12.2%
COc1ccc(CNC(C)CCc2ccccc2)cc1 (configuration not stated) | -8.3 | -2.8% | -10.8% | -2.1% | -17.9% | -17.5% | -1.8% | i | 6.2%
O=C(CN1C(=O)NC2(CCCCC2)C1=O)NCc1ccc2c(c1)OCO2 | -11.7 | 5.1% | -4.1% | -7.5% | 3.6% | 0.5% | ? | i | 2.0%
COc1ccccc1-c1cc(SC)c(C#N)c(=O)o1 | ? | 11.1% | . | 18.4µM* | 0.4% | 1.5% | 7.31µM* | . | 1.7%
Cc1nc2ccc(S(=O)(=O)NCC(=O)Nc3ccc(F)cc3)cc2s1 | -7.5 | -2.4% | 2.3% | ? | -0.8% | -4.2% | 17.4% | i | 0.0%
Nc1ncnc2c1ncn2[C@@H]1O[C@H](CNCc2cccn2-c2nccs2)[C@@H](O)[C@H]1O | 3.0 | 0.0% | -1.1% | ? | 11.0% | 13.7% | -30.7%[inhibitor] | i | 7.9%
O=C(Nc1cccc(-c2csc(-c3ccccc3)n2)c1)c1cccs1 | -63.5* | 14.6µM* | -15.3% | -1.2% | -24.1% | ? | 12.5% | i | 11.2%
